From PubChem BioAssay
NSD2 block – blocks human NSD2 histone methyltransferase activity | O96028 | NSD2-SET H3K36me1 DELFIA fluorescence, biochemical | inhibition, % at 12.5 µM | 0.07% of 44,000 active; in the data active means inhibition above about 54%, passing the limit was not always enough; inconclusive means no clear call, values can overlap the other calls;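 further: inhibitors reduce the monomethyl H3K36 fluorescence signal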
Target sequence (O96028 whole entry, looked up): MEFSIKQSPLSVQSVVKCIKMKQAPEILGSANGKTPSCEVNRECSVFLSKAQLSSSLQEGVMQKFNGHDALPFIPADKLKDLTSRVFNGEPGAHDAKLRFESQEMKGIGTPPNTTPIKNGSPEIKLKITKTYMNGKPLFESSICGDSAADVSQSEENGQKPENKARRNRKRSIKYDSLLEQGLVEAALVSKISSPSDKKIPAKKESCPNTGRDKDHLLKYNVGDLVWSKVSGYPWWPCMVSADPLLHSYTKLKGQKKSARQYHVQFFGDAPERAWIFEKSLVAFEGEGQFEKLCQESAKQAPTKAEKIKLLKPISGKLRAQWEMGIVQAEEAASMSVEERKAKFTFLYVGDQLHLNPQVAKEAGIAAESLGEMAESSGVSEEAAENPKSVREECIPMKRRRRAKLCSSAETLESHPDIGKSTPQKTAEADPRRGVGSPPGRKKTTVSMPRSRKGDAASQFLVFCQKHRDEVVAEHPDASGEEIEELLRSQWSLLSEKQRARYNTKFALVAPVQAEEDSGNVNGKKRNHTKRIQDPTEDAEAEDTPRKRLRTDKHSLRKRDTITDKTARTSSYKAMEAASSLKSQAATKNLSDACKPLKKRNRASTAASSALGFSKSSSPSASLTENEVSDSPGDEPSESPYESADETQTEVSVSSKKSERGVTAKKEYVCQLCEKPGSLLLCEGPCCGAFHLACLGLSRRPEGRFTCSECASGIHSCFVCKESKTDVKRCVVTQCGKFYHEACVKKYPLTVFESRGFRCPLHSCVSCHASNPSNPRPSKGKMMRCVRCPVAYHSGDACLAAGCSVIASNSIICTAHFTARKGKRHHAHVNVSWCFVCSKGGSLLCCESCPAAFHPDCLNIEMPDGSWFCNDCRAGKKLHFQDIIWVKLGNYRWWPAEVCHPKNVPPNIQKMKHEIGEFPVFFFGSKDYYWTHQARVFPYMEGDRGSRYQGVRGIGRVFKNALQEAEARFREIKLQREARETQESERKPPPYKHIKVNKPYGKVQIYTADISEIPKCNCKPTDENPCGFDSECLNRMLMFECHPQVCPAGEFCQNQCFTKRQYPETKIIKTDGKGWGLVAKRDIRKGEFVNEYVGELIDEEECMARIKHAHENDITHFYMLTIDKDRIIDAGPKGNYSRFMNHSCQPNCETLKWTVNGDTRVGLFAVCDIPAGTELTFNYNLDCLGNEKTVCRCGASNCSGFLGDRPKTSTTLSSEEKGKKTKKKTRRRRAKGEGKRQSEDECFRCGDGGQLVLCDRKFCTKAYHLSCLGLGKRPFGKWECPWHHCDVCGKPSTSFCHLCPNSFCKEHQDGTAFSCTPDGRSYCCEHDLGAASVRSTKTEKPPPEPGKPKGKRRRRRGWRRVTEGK
Starred values were filed as active, the others as inactive; ? = inconclusive.

C[C@@H]1CN([C@H](C)CO)C(=O)CCCn2nncc2CO[C@H]1CN(C)S(=O)(=O)c1ccc(Cl)cc1
  NSD2 block = -2.3

C[C@H](CO)N1C[C@H](C)[C@H](CN(C)C(=O)Nc2ccc(F)cc2)OCCCC[C@H](C)Oc2ccc(NC(=O)Nc3cccc4ccccc34)cc2C1=O
  NSD2 block = -0.1

Cc1ccc(S(=O)(=O)Nc2ccc3c(c2)C(=O)N([C@@H](C)CO)C[C@@H](C)[C@@H](CN(C)C(=O)NC2CCCCC2)O3)cc1
  NSD2 block = -1.3

COc1ccc(CN(C)C[C@H]2Oc3ccc(NC(=O)CCC(F)(F)F)cc3C(=O)N([C@H](C)CO)C[C@H]2C)cc1
  NSD2 block = 0.3

O=C(O)CCCCCC(=O)N/N=C/c1cc(Br)c(O)c(Br)c1
  NSD2 block = 4.2

Cc1noc(C)c1S(=O)(=O)Nc1ccc2c(c1)C(=O)N([C@H](C)CO)C[C@H](C)[C@@H](CN(C)S(C)(=O)=O)OCCCC[C@@H](C)O2
  NSD2 block = 5.6

COc1ccc(S(=O)(=O)Nc2cccc3c2O[C@H](CN(C)S(=O)(=O)c2ccc(Cl)cc2)[C@H](C)CN([C@H](C)CO)C3=O)cc1
  NSD2 block = 4.3

C[C@@H]1CN([C@@H](C)CO)C(=O)c2cc(NS(=O)(=O)c3ccc(F)cc3)ccc2O[C@@H]1CN(C)S(=O)(=O)c1ccc(Cl)cc1
  NSD2 block = -9.3

C[C@@H]1CN([C@H](C)CO)C(=O)Cc2cc(NC(=O)NC3CCCCC3)ccc2O[C@@H]1CN(C)S(=O)(=O)c1ccccc1
  NSD2 block = -0.4

Cc1ccccc1-c1cnc2c(c1)C(=O)N([C@@H](C)CO)C[C@@H](C)[C@H](CN(C)C(=O)c1cccnc1)O2
  NSD2 block = 34.4

C[C@@H]1CN([C@H](C)CO)C(=O)c2ccccc2-c2ccccc2CO[C@@H]1CN(C)C(=O)Nc1cccc(C(F)(F)F)c1
  NSD2 block = -9.1

CCC(=O)N(C)C[C@@H]1Oc2cc(-c3ccncc3)ccc2S(=O)(=O)N([C@@H](C)CO)C[C@@H]1C
  NSD2 block = -2.8

C[C@H](CO)N1C[C@H](C)[C@@H](CN(C)Cc2ccc(-c3ccccc3)cc2)Oc2ccc(NC(=O)Nc3ccc(F)cc3)cc2CC1=O
  NSD2 block = -1.2

O=C(N/N=C/c1cc(Br)cs1)c1ccccc1O
  NSD2 block = 4.2

C[C@H](CO)N1C[C@H](C)[C@H](CN(C)Cc2ccccc2)Oc2ccc(NC(=O)Nc3ccccc3)cc2C1=O
  NSD2 block = -0.4

C[C@H]1CN([C@@H](C)CO)C(=O)c2cc(NS(C)(=O)=O)ccc2O[C@H]1CN(C)C(=O)Nc1ccccc1
  NSD2 block = 2.4

C[C@@H]1CN([C@@H](C)CO)C(=O)Cc2cc(NC(=O)Nc3ccc(F)cc3)ccc2O[C@@H]1CN(C)C(=O)Nc1ccc(F)cc1
  NSD2 block = -7.2

C[C@@H]1CN([C@H](C)CO)S(=O)(=O)c2ccc(C#CCN(C)C)cc2O[C@@H]1CN(C)S(C)(=O)=O
  NSD2 block = 0.9

C[C@@H]1CN([C@H](C)CO)C(=O)Cc2cc(NC(=O)Cc3ccccc3)ccc2O[C@@H]1CN(C)Cc1ccc(C(F)(F)F)cc1
  NSD2 block = 1.7

CN(C)CC(=O)Nc1ccc2c(c1)[C@H]1C[C@@H](CC(=O)NC3CCCC3)O[C@H](CO)[C@H]1O2
  NSD2 block = -0.7

C[C@@H]1CN([C@H](C)CO)C(=O)Cc2cc(NC(=O)CCCCCC(=O)Nc3ccccc3N)ccc2O[C@@H]1CN(C)Cc1ccc(-c2ccccc2)cc1
  NSD2 block = -1.4

C[C@@H]1CCCCO[C@@H](CN(C)Cc2ccccc2)[C@@H](C)CN([C@@H](C)CO)C(=O)c2cc(NC(=O)C3CCCCC3)ccc2O1
  NSD2 block = -18.0

CC(C)(C)[C@@H]1C=C(C(=O)N2CCN(Cc3ccccc3)CC2)O[C@H](OCCCCO)C1
  NSD2 block = 2.6

C[C@@H]1CN([C@@H](C)CO)C(=O)c2cccc(NC(=O)C3CCOCC3)c2O[C@@H]1CN(C)Cc1ccc(Oc2ccccc2)cc1
  NSD2 block = -2.5

C[C@@H]1CN([C@@H](C)CO)C(=O)c2cc(-c3ccccc3)cnc2O[C@H]1CN(C)C
  NSD2 block = -3.3

C[C@H](CO)N1C[C@H](C)[C@H](CN(C)C)OCCCC[C@H](C)Oc2ccc(NS(C)(=O)=O)cc2C1=O
  NSD2 block = 5.3

C[C@H]1CN([C@@H](C)CO)C(=O)Cc2cc(NC(=O)c3ccncc3)ccc2O[C@@H]1CN(C)Cc1ccc(Oc2ccccc2)cc1
  NSD2 block = -33.6

C/C=C/c1ccc2c(c1)O[C@H](CN(C)C(=O)Nc1ccc(F)cc1)[C@@H](C)CN([C@H](C)CO)S2(=O)=O
  NSD2 block = -0.3

C[C@@H]1CN([C@H](C)CO)C(=O)c2cc(-c3cccc(C(=O)N(C)C)c3)cnc2O[C@H]1CN(C)C
  NSD2 block = 0.5

C[C@H]1CCCCO[C@H](CN(C)C(=O)CCC(F)(F)F)[C@@H](C)CN([C@@H](C)CO)C(=O)c2cc(NC(=O)c3ccncc3)ccc2O1
  NSD2 block = -4.2

C[C@H]1CN([C@@H](C)CO)C(=O)c2cc(NC(=O)Nc3ccc4c(c3)OCO4)ccc2O[C@@H]1CN(C)C(=O)Nc1ccccc1
  NSD2 block = 3.8

Cc1ccc(S(=O)(=O)Nc2ccc3c(c2)C(=O)N([C@@H](C)CO)C[C@@H](C)[C@@H](CN(C)C)O3)cc1
  NSD2 block = 4.7

COc1ccc(NC(=O)Nc2ccc3c(c2)CC(=O)N([C@H](C)CO)C[C@H](C)[C@@H](CN(C)Cc2ccc4c(c2)OCO4)O3)cc1
  NSD2 block = -5.4

COCCNC(=O)C[C@H]1C[C@@H]2c3cc(NC(=O)CN(C)C)ccc3O[C@@H]2[C@@H](CO)O1
  NSD2 block = 4.4

C=CC[C@@]12N=C(c3ccc(OCCCO)cc3)O[C@@H]1c1ccccc1CN(CCS(=O)(=O)c1ccccc1)C2=O
  NSD2 block = 3.7

C[C@H](CO)N1C[C@H](C)[C@@H](CN(C)S(=O)(=O)c2cn(C)cn2)Oc2c(NC(=O)C3CCOCC3)cccc2C1=O
  NSD2 block = 3.8

C/C=C/c1cnc2c(c1)C(=O)N([C@H](C)CO)C[C@@H](C)[C@H](CN(C)C(=O)Nc1cccc(OC)c1)O2
  NSD2 block = 0.5

N#Cc1ccc(/C=N/NC(=O)CCCCC(=O)NO)cc1
  NSD2 block = -6.5

C[C@H]1CN([C@@H](C)CO)C(=O)c2cc(Br)cnc2O[C@H]1CN(C)C(=O)c1cccnc1
  NSD2 block = 2.3

COc1ccccc1NC(=O)N(C)C[C@H]1Oc2ncc(Br)cc2C(=O)N([C@H](C)CO)C[C@H]1C
  NSD2 block = 2.7

Cc1noc(C)c1S(=O)(=O)Nc1ccc2c(c1)C(=O)N([C@@H](C)CO)C[C@H](C)[C@@H](CN(C)CC1CC1)OCCCC[C@@H](C)O2
  NSD2 block = -1.2

Cc1ccc(-c2cnc3c(c2)C(=O)N([C@H](C)CO)C[C@@H](C)[C@H](CN(C)C(=O)Cc2ccccc2)O3)cc1
  NSD2 block = 3.9

CC(C)NC(=O)N(C)C[C@H]1Oc2ccc(NC(=O)Nc3ccc4c(c3)OCO4)cc2CC(=O)N([C@H](C)CO)C[C@@H]1C
  NSD2 block = -4.5

C[C@@H]1CN([C@@H](C)CO)S(=O)(=O)c2ccc(C#CC3(O)CCCC3)cc2O[C@H]1CN(C)C(=O)c1ccccc1
  NSD2 block = 0.1

CC(=O)N(C)C[C@H]1Oc2cc(C3=CCCC3)ccc2S(=O)(=O)N([C@@H](C)CO)C[C@H]1C
  NSD2 block = 2.3

CC(C)CC#Cc1ccc2c(c1)O[C@H](CN(C)Cc1ccc3c(c1)OCO3)[C@@H](C)CN([C@@H](C)CO)S2(=O)=O
  NSD2 block = -3.5

C[C@H](CO)N1C[C@H](C)[C@H](CN(C)Cc2cccnc2)Oc2ncc(-c3ccc(C#N)cc3)cc2C1=O
  NSD2 block = 1.6

COc1ccc(S(=O)(=O)Nc2ccc3c(c2)C(=O)N([C@H](C)CO)C[C@H](C)[C@@H](CN(C)S(=O)(=O)c2c(C)noc2C)OCCCC[C@H](C)O3)cc1
  NSD2 block = -9.2

COCCOC(=O)N1C(=O)[C@@]2(c3ccccc31)[C@H](C(N)=O)[C@H]1C(=O)O[C@H](c3ccccc3)[C@H](c3ccccc3)N1[C@@H]2c1ccccc1OCCO
  NSD2 block = -8.3

C[C@@H]1CN([C@H](C)CO)C(=O)c2cc(NS(=O)(=O)c3cccs3)ccc2O[C@@H]1CN(C)C(=O)Nc1ccc(F)cc1
  NSD2 block = 38.2

Looked up above:
C[C@H]1CN([C@@H](C)CO)C(=O)c2cc(Br)cnc2O[C@H]1CN(C)C(=O)c1cccnc1 in NSD2 block has 2.3
COc1ccccc1NC(=O)N(C)C[C@H]1Oc2ncc(Br)cc2C(=O)N([C@H](C)CO)C[C@H]1C in NSD2 block has 2.7
C[C@H](CO)N1C[C@H](C)[C@H](CN(C)C)OCCCC[C@H](C)Oc2ccc(NS(C)(=O)=O)cc2C1=O in NSD2 block has 5.3

Following part:
C[C@H](CO)N1C[C@H](C)[C@@H](CN(C)C(=O)CCCN(C)C)OCCCC[C@H](C)Oc2ccc(NC(=O)Nc3ccc(C(F)(F)F)cc3)cc2C1=O
  NSD2 block = 4.3

C[C@@H]1CN([C@H](C)CO)S(=O)(=O)c2ccc(C#C[C@@H](C)O)cc2O[C@H]1CN(C)Cc1ccccc1
  NSD2 block = 0.4

COCCNC(=O)C[C@H]1C[C@@H]2c3cc(NC(=O)c4ccc5c(c4)OCO5)ccc3O[C@@H]2[C@@H](CO)O1
  NSD2 block = -3.5

C[C@@H]1CN([C@H](C)CO)C(=O)Cc2cc(NC(=O)Cc3ccccc3)ccc2O[C@H]1CN(C)C(=O)NC1CCCCC1
  NSD2 block = -1.5

CC(C)NC(=O)Nc1ccc2c(c1)C(=O)N([C@H](C)CO)C[C@H](C)[C@H](CN(C)S(=O)(=O)c1ccc(F)cc1)OCCCC[C@@H](C)O2
  NSD2 block = 2.8

C[C@@H]1CN([C@H](C)CO)C(=O)Cc2cc(NC(=O)C3CCCCC3)ccc2O[C@@H]1CN(C)C
  NSD2 block = 6.5

Cc1ccc(/C=C2/CNC/C(=C\c3ccc(C)cc3)C2=O)cc1
  NSD2 block = 6.2

CCCn1c(=O)c2[nH]c(-c3ccc(OCC(=O)Nc4ccc(C#N)cc4)cc3)nc2n(CCC)c1=O
  NSD2 block = -1.0

COc1ccc(NC(=O)N(C)C[C@H]2OCCCC[C@H](C)Oc3ccc(NC(=O)Cc4ccccc4)cc3C(=O)N([C@H](C)CO)C[C@@H]2C)cc1
  NSD2 block = -4.7

CCCCCCC/C=N/NC(=O)CCCCCCC(=O)O
  NSD2 block = 3.2

COc1ccc(NC(=O)N(C)C[C@@H]2Oc3ccc(NS(=O)(=O)c4ccc(C)cc4)cc3C(=O)N([C@H](C)CO)C[C@@H]2C)cc1
  NSD2 block = -4.5

COc1ccc(NC(=O)N(C)C[C@H]2Oc3c(NC(=O)CCCCCC(=O)Nc4ccccc4N)cccc3C(=O)N([C@@H](C)CO)C[C@@H]2C)cc1
  NSD2 block = -5.2

C[C@@H]1CCCCO[C@H](CN(C)C(=O)C2CCCCC2)[C@@H](C)CN([C@@H](C)CO)C(=O)c2cc(NC(=O)Nc3cccc4ccccc34)ccc2O1
  NSD2 block = 3.7

CC(=O)N(C)C[C@H]1Oc2cc(C#CCC(C)C)ccc2S(=O)(=O)N([C@H](C)CO)C[C@@H]1C
  NSD2 block = -0.5

Cc1noc(C)c1S(=O)(=O)N(C)C[C@H]1OCCCC[C@H](C)Oc2ccc(NS(=O)(=O)c3ccccc3)cc2C(=O)N([C@@H](C)CO)C[C@@H]1C
  NSD2 block = 2.1

C[C@H](CO)N1C[C@H](C)[C@H](CN(C)C(=O)Cc2cccnc2)Oc2ncc(/C=C/c3ccccc3)cc2C1=O
  NSD2 block = -0.5

C[C@H](CO)N1C[C@H](C)[C@H](CN(C)Cc2ccc3c(c2)OCO3)Oc2c(NS(=O)(=O)c3ccc(Cl)cc3)cccc2C1=O
  NSD2 block = -3.8

Cc1ccc(S(=O)(=O)Nc2ccc3c(c2)CC(=O)N([C@@H](C)CO)C[C@H](C)[C@@H](CN(C)S(=O)(=O)c2c(C)noc2C)O3)cc1
  NSD2 block = 7.3

C[C@H]1CN([C@@H](C)CO)C(=O)c2cc(-c3cccnc3)cnc2O[C@H]1CN(C)Cc1ccccc1
  NSD2 block = -1.3

O=C(CCCCCCC(=O)Nc1ccccc1O)N/N=C/c1ccc(-n2ccnc2)cc1
  NSD2 block = 3.7

C[C@H](CO)N1C[C@H](C)[C@H](CN(C)S(C)(=O)=O)Oc2cc(-c3ccccc3)ccc2S1(=O)=O
  NSD2 block = 6.6

C[C@H](CO)N1C[C@H](C)[C@H](CN(C)C(=O)OCc2ccccc2)OCc2cnnn2CCCC1=O
  NSD2 block = 4.9

COc1ccc(S(=O)(=O)Nc2cccc3c2O[C@H](CN(C)S(=O)(=O)c2c(C)noc2C)[C@@H](C)CN([C@H](C)CO)C3=O)cc1
  NSD2 block = 1.9

C[C@H](CO)N1C[C@H](C)[C@@H](CN(C)S(=O)(=O)c2ccccc2)Oc2ccc(NC(=O)CCCN(C)C)cc2CC1=O
  NSD2 block = 1.1

Cc1ccccc1-c1ccc2c(c1)O[C@@H](CN(C)Cc1ccc(C(=O)O)cc1)[C@H](C)CN([C@@H](C)CO)S2(=O)=O
  NSD2 block = -1.8

C[C@@H]1CN([C@@H](C)CO)C(=O)c2cc(NC(=O)Cc3cn(C)c4ccccc34)ccc2O[C@@H]1CN(C)Cc1ccc(-c2ccccc2)cc1
  NSD2 block = -3.5

C[C@@H]1CCCCO[C@@H](CN(C)S(=O)(=O)c2cn(C)cn2)[C@H](C)CN([C@H](C)CO)C(=O)c2cc(NS(=O)(=O)c3cn(C)cn3)ccc2O1
  NSD2 block = ?

Grouped by structure: the entries above with a thiophene ring, fused or not
O=C(N/N=C/c1cc(Br)cs1)c1ccccc1O
  NSD2 block = 4.2

C[C@@H]1CN([C@H](C)CO)C(=O)c2cc(NS(=O)(=O)c3cccs3)ccc2O[C@@H]1CN(C)C(=O)Nc1ccc(F)cc1
  NSD2 block = 38.2

Some of the compounds tested, so the mix of outcomes need not match the whole.
